tim10-1 inh – inhibits growth of tim10-1 mutant yeast | inhibition, % at 20 µM | S. cerevisiae tim10-1 ts strain growth, BacTiter-Glo, 24 h | actives 2.2% (n = 330,000);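 active means inhibition of at least 40%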;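 further: mutant grown at 25 °C; 0% = DMSO wells with yeast and 100% = wells holding no yeast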
NALP3 yeast inh – inhibitors of NALP3 inflammasome in yeast | actives 0.39% (n = 330,000) | inhibition, % at 10 µM | Yeast reconstituted NLRP3/ASC/caspase-1, beta-gal luminescence, 24 h;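 active means inhibition of 50% or more; inactive means inhibition below 50%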;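 further: plate controls were induced DMSO wells for no effect and uninduced yeast grown without galactose for full effect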
Mdm2 MdmX PPI – disrupts the human Mdm2-MdmX interaction; actives 3% (n = 330,000); O15151+Q00987; inhibition, % at 8 µM; SaOS-2 split-luciferase Mdm2/MdmX complementation, luminescence;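 active means inhibition of at least 50% at 8 µM in the primary screen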
Target sequence (O15151 whole entry, looked up): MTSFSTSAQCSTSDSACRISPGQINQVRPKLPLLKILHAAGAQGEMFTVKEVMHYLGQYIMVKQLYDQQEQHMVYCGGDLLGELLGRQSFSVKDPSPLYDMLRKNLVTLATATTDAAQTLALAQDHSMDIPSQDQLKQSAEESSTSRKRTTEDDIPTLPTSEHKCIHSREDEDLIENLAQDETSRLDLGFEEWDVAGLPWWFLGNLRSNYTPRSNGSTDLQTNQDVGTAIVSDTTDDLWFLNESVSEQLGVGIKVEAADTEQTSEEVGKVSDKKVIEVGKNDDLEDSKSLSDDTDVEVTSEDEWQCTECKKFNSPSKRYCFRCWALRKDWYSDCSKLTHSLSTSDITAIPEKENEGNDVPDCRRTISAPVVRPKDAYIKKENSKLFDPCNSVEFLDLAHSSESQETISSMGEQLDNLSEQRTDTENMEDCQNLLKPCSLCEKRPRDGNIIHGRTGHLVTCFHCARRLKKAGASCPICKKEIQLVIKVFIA
Target sequence (Q00987 whole entry, looked up): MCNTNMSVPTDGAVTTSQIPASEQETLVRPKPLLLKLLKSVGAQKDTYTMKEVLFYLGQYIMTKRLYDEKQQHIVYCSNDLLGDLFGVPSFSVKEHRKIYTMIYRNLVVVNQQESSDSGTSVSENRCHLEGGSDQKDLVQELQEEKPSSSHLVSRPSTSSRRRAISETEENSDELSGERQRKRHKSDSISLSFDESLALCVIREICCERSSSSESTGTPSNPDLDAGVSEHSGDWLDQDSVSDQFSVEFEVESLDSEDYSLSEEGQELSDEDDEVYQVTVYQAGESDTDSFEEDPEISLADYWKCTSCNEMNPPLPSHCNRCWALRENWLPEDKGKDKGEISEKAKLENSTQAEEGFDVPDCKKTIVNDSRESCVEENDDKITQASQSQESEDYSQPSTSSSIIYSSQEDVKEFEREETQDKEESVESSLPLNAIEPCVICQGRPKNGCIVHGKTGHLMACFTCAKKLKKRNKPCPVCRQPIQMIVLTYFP
XBP1 UPR activ – adaptive UPR (XBP1) activation; CHO-XBP1 luciferase reporter, IRE1-XBP1 UPR activation, luminescence; percent of tunicamycin response, DMSO as zero; activation, % at 20 µM; AID 463104; actives 0.33% (n = 330,000);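 active means versus positive control, 20 µM dose yields 30% or more activation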;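 further: 100% = tunicamycin at 10 µg/mL and 0% = DMSO only wells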
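Assay system: IRE1-XBP1 luciferase reporter CHO line. Input: 1000 cells/well. Buffer or medium: F12 with 10% serum. Doses: 20 µM, 1% DMSO. Times: overnight seeding at 37 °C, 6 h compound treatment at 37 °C. Technique: Steady-Glo luciferase glow luminescence, 10 min after reagent addition.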
NR3A LBD binder – NR3A (human) ligand-binding domain modulation. Tm shift relative to glycine control, % at 25 µM. AID 1259313. actives 2.5% (n = 340,000). NR3A LBD differential scanning fluorimetry, Tm shift; 0% = protein alone, 100% = glycine-bound protein;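 active means melting temperature shift of at least 10% of the positive control shift, at one fixed dose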
tim23-1 inh – inhibits growth of tim23-1 mutant yeast; S. cerevisiae tim23-1 growth, BacTiter-Glo luminescence, 24 h; inhibition, % at 20 µM; actives 1.3% (n = 330,000); AID 463212;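 active means growth inhibition of the mutant yeast at or above 50%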;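 further: temperature-sensitive mutant grown at 25 °C; plate controls were DMSO-treated mutant yeast for no effect and medium wells lacking yeast for full effect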
TIM10 inh – inhibits growth of TIM10 yeast strain; S. cerevisiae TIM10 strain growth, BacTiter-Glo luminescence, 24 h; inhibition, % at 10 µM; actives 1.4% (n = 330,000); AID 463195;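 active means inhibition of 40% or more at the single tested concentration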;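 further: wild-type TIM10 isogenic control strain grown at permissive 25 °C; 0% = DMSO yeast wells and 100% = minimal medium wells without yeast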
CHOP UPR activ – activators of apoptotic arm of unfolded protein response (CHOP); activation, % at 10 µM; CHO-CHOP luciferase reporter, UPR activation, luminescence; percent of tunicamycin response over DMSO baseline; actives 0.34% (n = 330,000);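 active means at 10 µM dose, activation of 40% or more, normalized to positive control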;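 further: 100% = tunicamycin at 10 µg/mL and 0% = DMSO alone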
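Evaluation: % reporter activation, DMSO baseline versus tunicamycin full activation; System: CHO-CHOP luciferase reporter cell line; Input: 500 cells/well; Incubation: 6 h compound treatment, 37 °C; Measured by: Steady-Glo luciferase luminescence; Dosing: one dose, 10 µM in 0.5% DMSO; Buffer or medium: F12 medium, 10% FBS; Benchmarks: positive tunicamycin 10 µg/mL, negative DMSO alone.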
APJ ag – APJ receptor agonism; CHO-K1 APJ PathHunter beta-arrestin, luminescence; 0% DMSO wells, 100% apelin; activation, % at 20 µM; actives 0.11% (n = 330,000); AID 2520;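 active means activation more than six SD over the plate average, tested at 20 µM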;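 further: 0% = DMSO alone and 100% = apelin-13 at 10 nM; some results filed as inactive read as strong as hits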
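Assay system: CHO-K1 APJ beta-arrestin complementation cell line / Compound: single test compound dose, 20 µM final, 1% DMSO / Times: overnight seeding, 90 min compound at 25 °C, 1 h detection / Technique: beta-gal luminescence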
Starred values were filed as active, the others as inactive; / = not tested or not shown.

SMILES	tim10-1 inh	NALP3 yeast inh	Mdm2 MdmX PPI	XBP1 UPR activ	NR3A LBD binder	tim23-1 inh	TIM10 inh	CHOP UPR activ	APJ ag
O=C(NCc1nnnn1-c1ccc(F)c(F)c1)c1ccc(S(=O)(=O)N2CCOCC2)cc1	-17.8	14.5	0.2	-5.6	3.3	-25.1	-3.5	-1.1	5.7
CCOc1ccc(CCNC(=O)CN(C)S(=O)(=O)c2cccs2)cc1OCC	-5.2	5.3	-7.6	-4.4	0.8	8.7	7.1	-0.5	-2.4
Cc1ccc(S(N)(=O)=O)c(C)c1N1CCCC1=O	-2.5	16.5	-10.9	6.1	-0.9	8.4	1.7	0.7	-3.2
COc1ccc(C(=O)NCCc2nnc3ccc(SCC(=O)N4CCCC4)nn23)cc1	2.8	14.2	18.9	0.1	2.2	2.4	5.7	0.4	-2.9
CC1CCCN(S(=O)(=O)c2cccc(C(=O)NCc3ccco3)c2)C1 (stereo not drawn)	15.8	6.0	4.7	-1.8	0.5	28.2	18.7	-0.8	-2.2
CN(Cc1c(C(=O)N/N=C/c2ccccc2)nnn1-c1nonc1N)C1CCCCC1	0.5	-9.0	-6.7	0.8	-5.2	3.7	0.2	-0.3	-3.0
Clc1ccc(-c2cc3ccccc3nc2N2CCOCC2)cc1	7.4	15.7	-30.7	-3.3	5.1	25.1	18.6	-0.6	-1.9
COc1ccccc1-c1coc2cc(OCC(=O)OCc3ccccc3)ccc2c1=O	20.8	17.4	-24.4	-2.5	5.2	26.0	20.2	-2.3	-2.2
CCCOC(=O)C1=C(C)NC2=C(C(=O)CCC2)C1c1cc(OC)ccc1OC (stereo not drawn)	11.9	21.4	-15.7	-2.0	3.0	4.5	3.5	2.1	-1.2
COCc1nnc(NC(=O)CC(c2ccccc2)c2ccccc2)s1	7.2	1.9	-11.1	10.7	-4.5	-7.4	3.6	-0.4	-3.5
Cc1ccc(S(=O)(=O)N2CCN(C(=O)c3ccco3)CC2)c(C)c1	23.8	13.2	14.8	-1.3	1.2	20.4	-3.1	0.4	-1.0
O=C(N/N=C/c1ccncc1)c1nn(Cc2ccccc2)c(=O)c2ccccc12	29.5	8.4	8.9	-1.6	0.8	11.8	18.3	1.1	-1.9
CCN(CC)S(=O)(=O)c1ccc(N2CCOCC2)c(NC(=O)c2cc(Cl)c3c(c2)OCO3)c1	12.6	22.2	23.8	-1.8	-0.2	16.5	15.4	-0.5	-3.4
COC(=O)CSc1nnc(-c2ccc(S(=O)(=O)N3CCCCC3)cc2)o1	24.5	-0.3	-20.5	-0.2	-0.5	18.4	-8.3	-0.8	-0.7
Cc1cccc(OCc2nc(C#N)c(NCCN(C)C)o2)c1	4.7	11.3	12.5	-2.6	0.3	6.8	-3.8	-0.4	-4.5
COc1ccc(/C=C2\SC(=S)N(CC3CCCO3)C2=O)cc1 (stereo not drawn)	6.6	27.0	-4.0	2.9	-0.3	9.6	-15.0	7.6	-4.9
COc1cccc(C(=O)Nc2cc(C(=O)NCc3ccc(C)cc3)ccc2N2CCC3(CC2)CC(c2cccc(Br)c2)=NO3)c1	-7.6	-0.4	1.8	-0.5	-0.6	0.1	-3.7	13.0	5.9
O=C(Nc1cc(=O)c2ccccc2o1)N1CCCCC1	21.8	0.4	35.8	0.0	0.1	1.8	-7.0	1.2	-1.5
COc1ccccc1CNc1nc2nc(C)c(C)c(=O)n2[nH]1	10.0	-7.5	36.3	-2.6	0.8	1.1	3.2	1.0	-3.7
CCOc1cccc(CNCCNC(=O)c2nonc2N)c1	8.6	12.5	-0.7	1.0	1.3	-0.1	-2.4	-0.9	-2.7
COc1ccc2nc(SCc3ccccc3)nc(C)c2c1	-5.1	29.9	-160.3	0.9	-20.5	5.7	2.5	6.3	-2.0
O=[N+]([O-])c1ccc(OCc2nnc(-c3ccccc3)o2)cc1	-2.3	-1.7	13.2	-0.1	-1.0	8.3	12.2	0.6	-3.9
Cc1nn(Cc2noc(C(=O)NCCc3ccccn3)n2)c(C)c1Br	17.8	19.2	12.7	-5.0	-3.4	14.1	-11.1	0.0	2.0
CC(C)Nc1nc(NC(N)=S)nc(NC(C)(C)C)n1	24.8	26.2	17.8	1.3	0.8	9.2	18.9	-1.4	-1.9

Given with two lines to a compound: four of the compounds above
Every second line gives: tim10-1 inh	NALP3 yeast inh	Mdm2 MdmX PPI	XBP1 UPR activ	NR3A LBD binder	tim23-1 inh	TIM10 inh	CHOP UPR activ	APJ ag
> O=C(NCc1nnnn1-c1ccc(F)c(F)c1)c1ccc(S(=O)(=O)N2CCOCC2)cc1
  -17.8	14.5	0.2	-5.6	3.3	-25.1	-3.5	-1.1	5.7
> O=C(Nc1cc(=O)c2ccccc2o1)N1CCCCC1
  21.8	0.4	35.8	0.0	0.1	1.8	-7.0	1.2	-1.5
> CN(Cc1c(C(=O)N/N=C/c2ccccc2)nnn1-c1nonc1N)C1CCCCC1
  0.5	-9.0	-6.7	0.8	-5.2	3.7	0.2	-0.3	-3.0
> CC1CCCN(S(=O)(=O)c2cccc(C(=O)NCc3ccco3)c2)C1 (stereo not drawn)
  15.8	6.0	4.7	-1.8	0.5	28.2	18.7	-0.8	-2.2

Next results
SMILES	tim10-1 inh	NALP3 yeast inh	Mdm2 MdmX PPI	XBP1 UPR activ	NR3A LBD binder	tim23-1 inh	TIM10 inh	CHOP UPR activ	APJ ag
C=CCN(CC(=O)NC1CCS(=O)(=O)C1)S(=O)(=O)c1ccccc1C(F)(F)F (stereo not drawn)	-14.9	6.6	-26.8	-0.7	-1.1	4.9	-1.9	-0.1	0.0
Cc1ccccc1OCCCCc1c(C)n[nH]c1C	12.3	3.5	22.1	-0.1	-0.5	19.9	13.3	2.4	-1.9
O=c1/c(=C\c2ccc(F)cc2)sc2n1CCCN=2	21.9	18.0	-61.1	5.8	-1.5	1.7	13.2	3.5	-1.8
COc1ccccc1C1CC(c2ccc(Br)cc2)=NN1C(=O)c1cccnc1 (stereo not drawn)	34.6	2.9	29.7	1.3	-4.3	49.6	11.0	-1.2	-1.0
O=C(c1ccc(F)cc1)C1CCN(C(=O)c2ccccc2F)CC1	0.8	17.5	17.2	-3.1	-1.4	10.0	-10.5	-2.7	-1.1
Cn1c(=O)c2c(nc(NCc3ccc4c(c3)OCO4)n2Cc2ccc(F)cc2)n(C)c1=O	20.5	6.3	35.8	-1.2	2.6	16.8	6.7	-1.5	-1.1
COc1ccc(Cl)cc1NC(=S)N(Cc1cccnc1)Cc1ccco1	19.4	10.0	0.7	3.2	-1.5	-0.5	33.9	-0.7	-0.6
O=C(CCn1c(=O)c2cccn2c2ccccc21)Nc1ccc(F)cc1	31.5	10.6	2.1	-5.7	-4.1	29.8	14.6	0.4	1.8
C#CCOCCOCCOCCNc1nc(N2CCN(C(=O)Cn3cc(CC(C)O)nn3)CC2)nc(N2CCN(C(=O)[C@H](C)n3cc(CCCN=C(N)N)nn3)CC2)n1 (stereo partly drawn)	-15.0	19.2	15.8	0.1	6.9	3.9	3.7	-1.1	-3.2
Cc1ccc(CNc2ccc(O)cc2)cc1	27.9	-7.8	40.9	-0.1	-6.0	8.9	-10.5	0.9	3.2
CC1(c2ccc(OC(F)F)cc2)NC(=O)N(CC(=O)Nc2ccc3[nH]c(=O)[nH]c3c2)C1=O (stereo not drawn)	-4.7	15.1	23.0	0.8	-0.1	10.6	3.3	-0.1	7.8
CCN(CC)CCNC(=O)C1c2cc(OC)c(OC)cc2C(=O)N(C)C1c1cccs1 (stereo not drawn)	12.4	0.8	18.8	-0.2	-1.0	3.4	13.1	2.7	-1.2
COC(=O)C(=C/C=C/N1CCOCC1)C(=O)OC	16.3	8.1	21.0	-0.4	/	12.6	-5.0	1.8	-6.3
COc1ccc(N2Cc3cccc(C(=O)N4CCOCC4)c3C2=O)cc1	14.4	21.6	2.5	3.0	-1.2	5.4	6.4	0.5	0.2
CCOC(=O)N1CCN(C(=O)CSc2nc3c(cnn3-c3ccc(Cl)cc3)c(=O)[nH]2)CC1	-6.5	-15.0	-8.4	-0.7	-10.5	18.5	-8.3	2.0	5.8
N#CC1=C(N)Oc2cc(N)ccc2C1C1CCCCC1 (stereo not drawn)	20.1	32.0	31.8	0.3	-1.5	27.7	-5.1	-0.6	2.9
COCCNC(=O)c1ccccc1NC(=O)c1ccc(Cl)c(S(=O)(=O)Nc2ccc(C)cc2C)c1	-1.7	3.0	-4.0	-2.9	-2.2	9.7	6.6	-0.7	-3.2
CC(=O)NS(=O)(=O)c1ccc(NC(=O)CCC2CCCC2)cc1	15.8	-7.9	5.0	-2.8	-1.4	12.9	10.0	-4.0	1.0
COc1ccc2nc3n(c(=O)c2c1)-c1cc(C)ccc1C(=O)NC3Cc1ccc(O)cc1 (stereo not drawn)	-2.8	8.5	16.4	7.5	/	-6.1	7.6	-1.2	-4.2
CSCC[C@H](NC(=O)Nc1ccc(Oc2ccccc2)cc1)C(=O)O	-21.8	8.2	4.7	-0.7	0.5	2.2	5.4	-1.6	-4.9
CC(=O)Nc1ccc(NC(=O)c2cc(C)nn2-c2ccccc2)cc1	8.7	20.2	25.3	-1.8	-1.2	14.1	12.8	0.4	-1.6
CCC1CCCCN1C(=O)c1ccc(OC2CCN(C(=O)CCOC)CC2)cc1 (stereo not drawn)	13.8	-6.6	8.9	-2.5	0.7	3.6	5.5	6.4	-2.8
Cc1cccc(NC(=O)NCc2ccc3c(c2)OCO3)c1	-29.6	39.1	-2.3	-5.1	/	-7.6	4.2	2.2	0.2
Cc1ccc(C2C(C(=O)c3sc(C)nc3C)=C(O)C(=O)N2CCN(C)C)o1 (stereo not drawn)	20.5	16.7	-8.6	-1.1	-3.4	9.0	14.8	-0.5	-0.8
Nc1cc(C2CCCC2)nn1-c1ccccc1	19.2	2.0	-3.5	-1.8	0.8	21.6	6.6	7.3	1.0
O=C(Nc1ccc2c(c1)OCO2)c1cc(-c2ccc(O)cc2)on1	-28.5	0.6	83.7*	35.6*	18.1*	-21.4	-4.2	4.8	0.7
COC(=O)CSc1nc(-c2cccs2)ccc1C#N	35.9	3.9	-305.4	3.2	-3.3	24.4	12.3	4.7	-4.8
O=C1C2C3C=CC([C@@H]2C(=O)N1Cc1cccnc1)C31CC1 (stereo partly drawn)	6.1	29.2	17.3	-3.2	-0.6	6.0	-9.1	-0.3	14.5
CC1CN(S(=O)(=O)c2cccc(C(=O)NCCCn3ccnc3)c2)CC(C)O1 (stereo not drawn)	16.5	1.9	4.7	1.1	0.8	-0.1	10.6	0.6	-1.2
Cc1ccc(-c2nc(N)n(S(C)(=O)=O)n2)cc1	6.2	-1.6	0.8	1.2	0.1	23.3	-8.7	-1.3	-2.0
COc1cccc(-c2nc(CS(=O)CC(=O)NC(C)CCc3ccccc3)c(C)o2)c1 (stereo not drawn)	23.0	-5.6	4.1	-5.0	0.7	19.5	6.8	-0.1	-5.2
Cc1cccc(NC(=O)[C@@H](NC(=O)[C@@H]2Cc3ccccc3CN2)C(C)C)c1	-22.4	17.7	2.6	-8.4	-1.4	12.1	-4.5	3.0	0.7
